Bioassay records: PubChem, several laboratories
MrgX1 agonist: agonists of human MrgX1 receptor | Q96LB2 | MrgX1-HEK293 cells, Fluo-4 calcium fluorescence, agonist mode; hits give high values | B-score at 10 µM | 310,000 tested, 0.44% active | AID 588627;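 active = calcium response B-score plate-corrected fluorescence ratio at least 3 library SD, with starting fluorescence B-score inside 5 SD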
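Test system: HEK293 cells stably expressing human MrgX1 receptor; amount: 15,000 cells per well; doses: compound delivered in addition one of three; times: overnight plating before 1 h dye loading; detection: Fluo-4 NW calcium-flux fluorescence, kinetic read; read-out basis: B-scored fluorescence response ratio; controls: positive and negative controls per plate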
TRPC6 act: mouse TRPC6 channel activation; 310,000 tested, 0.13% active; HEK293-TRPC6 membrane potential dye fluorescence; hits give high values; B-score at 10 µM; AID 2550;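 active = B-score of the integrated fluorescence ratio above library mean plus 3 SD, and starting fluorescence ratio within library mean plus 5 SD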;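 also: higher score means more depolarization so channel activation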
ANO1 block: inhibitors of mouse TMEM16A calcium-activated chloride channel; Q8BHY3; HEK293 TMEM16A/YFP iodide influx fluorescence, ionomycin; normalized B-score (activity score, 25-100; higher = stronger inhibition) at 10 µM; 310,000 tested, 1.2% active; AID 588511;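 active = ratio plate-corrected score three or more library SD toward inhibition, starting fluorescence score within five deviations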;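 also: score derived from kinetic fluorescence span divided by baseline fluorescence per well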
TRPC4 act: activators of mouse TRPC4 channel. Q9QUQ5. AID 2237. 310,000 tested, 0.49% active. HEK293 TRPC4beta/mu-opioid, Fluo4 calcium fluorescence; hits give high values. B-score at 10 µM;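 active = B-score above 5 SD of library B-scores, and initial fluorescence ratio not above library mean plus 5 SD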;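 also: positive B-score marks a calcium rise read as TRPC4 activation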
Target sequence (Q9QUQ5 whole entry, looked up): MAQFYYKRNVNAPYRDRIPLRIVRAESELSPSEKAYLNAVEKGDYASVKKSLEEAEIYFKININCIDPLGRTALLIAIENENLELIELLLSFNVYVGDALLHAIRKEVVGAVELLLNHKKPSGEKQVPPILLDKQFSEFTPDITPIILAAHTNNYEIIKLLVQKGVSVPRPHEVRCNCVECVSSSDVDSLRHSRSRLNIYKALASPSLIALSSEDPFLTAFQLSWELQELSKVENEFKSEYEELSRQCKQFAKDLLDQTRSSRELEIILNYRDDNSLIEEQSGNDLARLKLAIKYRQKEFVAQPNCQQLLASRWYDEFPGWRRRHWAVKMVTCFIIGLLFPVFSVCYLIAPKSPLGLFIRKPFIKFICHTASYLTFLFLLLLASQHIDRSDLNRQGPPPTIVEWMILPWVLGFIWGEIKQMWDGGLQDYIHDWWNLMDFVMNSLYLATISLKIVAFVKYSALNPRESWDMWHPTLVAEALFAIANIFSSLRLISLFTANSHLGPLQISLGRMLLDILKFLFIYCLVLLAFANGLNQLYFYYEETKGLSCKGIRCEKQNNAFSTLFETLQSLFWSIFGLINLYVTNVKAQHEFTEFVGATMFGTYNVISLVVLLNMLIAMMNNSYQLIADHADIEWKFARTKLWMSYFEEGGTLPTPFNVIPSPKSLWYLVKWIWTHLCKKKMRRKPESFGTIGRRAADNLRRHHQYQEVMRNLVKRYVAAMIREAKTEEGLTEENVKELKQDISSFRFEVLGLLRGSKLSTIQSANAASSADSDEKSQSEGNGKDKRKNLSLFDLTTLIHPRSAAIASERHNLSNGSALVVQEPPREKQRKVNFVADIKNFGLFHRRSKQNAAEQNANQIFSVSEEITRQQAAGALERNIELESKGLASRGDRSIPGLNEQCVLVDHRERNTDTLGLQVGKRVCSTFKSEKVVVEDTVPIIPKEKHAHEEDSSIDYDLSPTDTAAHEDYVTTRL
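Material: TRPC4beta and mu-opioid receptor HEK293 stable cells | Incubation: 45 min room-temperature Fluo4 loading, 110 s read | Detection: Kinetic Fluo4 calcium fluorescence | Measure: Integrated baseline-normalised fluorescence ratio, converted to per-well B score | Benchmarks: Low control buffer alone, high control maximal DAMGO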
MrgX1 PAM: human MrgX1 positive allosteric modulation, primary screen. Q96LB2. MrgX1-HEK293, Fluo-4 calcium flux, FDSS; hits give high values. B-score at 10 µM. 310,000 tested, 0.63% active. AID 588675;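 active = plate-corrected calcium response at least 3 library SD above typical, normal starting fluorescence, not activating the receptor alone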;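 also: compound read alongside a low EC10 to EC30 dose of BAM8-22 agonist; peak minus trough fluorescence over baseline measured at the second addition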
MrgX1 antagonist: blocks BAM8-22 activation of human MrgX1 receptor; MRGX1-HEK293 calcium flux, Fluo-4, BAM8-22 antagonism; hits give low values; Q96LB2; B-score at 10 µM; AID 588676; 310,000 tested, 1.3% active;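 active = calcium-response B-score plate-corrected more than 3 library SD below zero, starting fluorescence within 5 deviations, no agonist response on first addition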;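 also: peak minus trough fluorescence over baseline after final BAM8-22 challenge near maximal dose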
ANO1 activ: mouse TMEM16A channel activation, primary screen | AID 623877 | Q8BHY3 | 340,000 tested, 0.3% active | HEK293 TMEM16A/YFP-H148Q/I152L, iodide quench fluorescence; hits give low values | B-score at 10 µM;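 active = fluorescence-ratio B-score plate-corrected deviation score at least 3 library SD below zero, with starting fluorescence score within 5 deviations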;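 also: channel opened by trigger with iodide after compound preincubation; score built on the fluorescence ratio of max minus min over baseline; more negative score means more quench and so TMEM16A activation or potentiation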
SKKanGAS inh: SKKanGAS growth inhibition; S. pyogenes SKKanGAS, kanamycin growth, BacTiter-Glo, 6 h; inhibition, % at 7.5 µM; 300,000 tested, 1.3% active; AID 1662;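 active = mean replicate score, as percent of positive control median, at least 50; inconclusive = mean below 50 but one replicate at or above 50; inactive = mean and every replicate below 50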;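 also: strain carries kanamycin resistance gene driven by streptokinase promoter and grows in 40 µg/ml kanamycin; loss of luminescence reflects streptokinase promoter inhibition or plain growth inhibition; 0% = median of DMSO wells and 100% = positive control at its reference dose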
TRPC4 block: TRPC4 (mouse) channel inhibition; Q9QUQ5; HEK293 TRPC4beta/mu-opioid, DAMGO-evoked Fluo4 calcium flux; hits give low values; B-score at 10 µM; 300,000 tested, 0.39% active;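 active = B-score over 3 SD under the library average, no early fluorescence shift, positive overall ratio signal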
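Test system – stable TRPC4beta/mu-opioid receptor HEK293 cells · Probe or stimulus – DAMGO, a submaximal dose followed by a maximal one · Dosing – one concentration per compound · Signal – Fluo4 calcium fluorescence by kinetic imaging, 5 s 1 Hz baseline · Evaluation – per-well B score of integrated baseline-normalized Fluo4 ratio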
TRPC4 PAM: allosteric potentiators of mouse TRPC4 channel | HEK293 TRPC4beta/mu-opioid, DAMGO EC20, Fluo-4 Ca2+ flux; hits give high values | 310,000 tested, 0.42% active | AID 2227 | B-score at 10 µM | Q9QUQ5;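 active = B-score of calcium response area above 5 SD of library B-scores, with initial fluorescence ratio within 5 SD of library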;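 also: B-score of integrated fluorescence ratio over time as area under calcium response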
TRPC6 inh: blocks the mouse TRPC6 cation channel; Q61143; HEK293-TRPC6, membrane potential dye, ACh-evoked depolarization; hits give low values; B-score at 10 µM; 310,000 tested, 1.1% active;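 active = B-score under library mean minus 3 SD, initial fluorescence not abnormally high, positive integrated signal ratio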;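 also: B-score derived from integrated fluorescence ratio over the kinetic read; more negative B-score means stronger inhibition of depolarization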
Numbers without * were called inactive; i = inactive; ? = inconclusive; . = not tested or not shown. Compounds were not picked by outcome, and some 6.7% of all compounds hit somewhere here.

SMILES	MrgX1 agonist	TRPC6 act	ANO1 block	TRPC4 act	MrgX1 PAM	MrgX1 antagonist	ANO1 activ	SKKanGAS inh	TRPC4 block	TRPC4 PAM	TRPC6 inh
Cc1onc(-c2ccccc2Cl)c1C(=O)OCn1nnc2ccccc2c1=O	i	i	i	i	i	i	i	4	i	i	i
CC(=O)N1C(=O)NC2=C(C(=O)CCC2)C1c1cccc([N+](=O)[O-])c1 (stereo not given)	i	i	i	i	i	i	i	3	i	i	i
CCOc1ccc(CNc2ccc(CNc3ncn[nH]3)cc2)cc1	i	i	i	i	i	i	i	-2	i	i	i
COc1ccc(NC(=O)CN(c2ccc(C)cc2)S(=O)(=O)c2c(C)nn(C)c2C)cc1OC	i	i	i	i	i	i	i	-9	i	i	i
CN(C)c1ccc(-c2c(-c3ccc4c(c3)OCO4)noc2-c2ccsc2)cn1	i	i	i	i	i	i	i	11	i	i	i
COc1ccc(C(=O)Nc2ccc3ccccc3n2)cc1OC	i	i	i	i	i	i	i	-12	i	i	i
COc1ccc(CN2CCN(c3cc(C)nc4c5c(C)cc(C)nc5nn34)CC2)cc1F	i	i	i	i	i	i	i	13	i	i	i
Cc1nn(CC(=O)O)c(=O)c2ccccc12	i	i	i	i	i	i	i	-7	i	i	i
COc1ccc(CNC(=O)Cn2nc(C(F)(F)F)cc2C)cc1	i	i	i	i	i	i	i	-2	i	i	i
COc1cc(/C(O)=C(\C#N)c2nc3ccccc3[nH]2)cc(OC)c1OC	i	i	i	i	i	i	i	5	i	i	i
CSc1ccc(S(=O)(=O)N2CCC(C(=O)NCc3ccccn3)CC2)cc1	i	i	i	i	i	i	i	-6	i	i	i
CC(=O)c1cccc(NC(=O)C(OC(=O)/C=C/c2ccc3c(c2)OCO3)c2ccccc2)c1 (stereo not given)	i	i	i	i	i	i	i	13	i	i	i
CC(=O)Nc1ccc(NC(=O)CSc2nncn2C)cc1	i	i	i	i	i	i	i	-6	i	i	i
Cc1c(Cl)cccc1NC(=O)Nc1cccnc1	i	i	i	i	i	i	i	-1	i	i	i
CC(=O)c1cc2c(cc1N)OCO2	i	i	i	i	i	i	i	5	i	i	i
COc1nc(-c2ccccc2)ccc1-c1noc(COc2ccccc2)n1	i	i	i	i	i	i	i	-9	i	i	i
N#CCCN1CCC(NC(=O)OCc2ccccc2)CCC1=O (stereo not given)	i	i	i	i	i	i	i	-1	i	i	i
Cc1ccc(SCC(=O)c2ccc[nH]2)cc1	i	i	i	i	i	i	i	2	i	i	i
COc1ccc(CCN2C(=O)c3[nH]nc(-c4ccccc4O)c3C2c2ccc(C)cc2)cc1OC (stereo not given)	i	i	i	i	i	i	i	10	i	i	i
CCCC[C@@H]1CN=C(N)N1CC(C)(C)C	i	i	i	i	i	i	i	4	i	i	i
COc1cccc(-n2cnc3scc(-c4cccs4)c3c2=O)c1	i	i	i	i	i	i	i	4	i	i	i
CCCS(=O)(=O)c1nc(S(=O)(=O)c2ccc(C)cc2)c(NCc2ccco2)s1	i	i	i	i	i	i	i	4	i	i	i
Cc1nn(CC#N)c(=O)n1-c1ccccc1	i	i	i	i	i	i	i	-3	i	i	i
CCOc1ccc2nc(NC(=O)C(NS(=O)(=O)c3cccc4nsnc34)C(C)C)sc2c1 (stereo not given)	i	i	i	i	i	i	i	-3	i	i	i
CCCCN(C)C1=CC2=CC(=C(C#N)C#N)CCC2CC1 (stereo not given)	i	i	i	i	i	i	i	-5	i	i	i
Continued:
SMILES	MrgX1 agonist	TRPC6 act	ANO1 block	TRPC4 act	MrgX1 PAM	MrgX1 antagonist	ANO1 activ	SKKanGAS inh	TRPC4 block	TRPC4 PAM	TRPC6 inh
Cc1cc(C)c(NC(=O)CN2CCN3CCCC3C2)c(C)c1 (stereo not given)	i	i	i	i	i	i	i	-15	i	i	i
CCN(CC)C(=O)CSC1=C(C#N)C(c2cccs2)C=C(C)N1 (stereo not given)	i	i	i	i	i	i	i	-7	i	i	i
CC(=O)c1c(C)nc(-c2ccccc2)nc1N	i	i	i	i	i	i	i	-14	i	i	i
Cc1ccc(C)c(NC(=S)NNC(=O)c2ccc(Br)o2)c1	i	i	i	i	i	i	i	3	i	i	i
CC(=O)OC(C(=O)NC1CCCCC1)c1ccc(Cl)c(Cl)c1 (stereo not given)	i	i	i	i	i	i	i	20	i	i	i
Cc1cc(C)c(S(=O)(=O)Nc2cccnc2)c(C)c1	i	i	i	i	i	i	.	5	i	i	i
O=C1CSC(c2cccc(F)c2)N1c1ccccc1F (stereo not given)	i	i	i	i	i	i	i	-1	i	i	i
Cn1c2c(c(=O)n(C)c1=O)C(CC(=O)Nc1ccc(F)cc1)C(=O)N2 (stereo not given)	i	i	i	i	i	i	i	-19	i	i	i
Cc1ccc(CNC(=O)c2ccc(-n3cccc3)cc2)cc1	.	i	.	i	.	.	i	-8	i	i	i
Cc1c(C(=O)Nc2ccc3c(c2)OCCO3)sc2ncnc(N3CCCCC3C)c12 (stereo not given)	i	i	i	i	i	i	i	-17	i	i	i
Fc1ccc2[nH]c3c(NCCN4CCOCC4)ncnc3c2c1	i	i	i	i	i	i	i	-2	i	i	i
CN(C)S(=O)(=O)c1ccc(Cl)c(NC(=O)COC(=O)c2ccc(O)cc2)c1	i	i	i	i	i	i	i	-10	i	i	i
C#CCOc1nc(Nc2cccc([N+](=O)[O-])c2)nc(OCC#C)n1	i	i	i	i	i	i	i	16	i	i	i
Cc1cc(N2C(=O)C3CC=CC(C)C3C2=O)no1 (stereo not given)	i	i	i	i	i	i	i	7	i	i	i
CCOc1ccc(/C=N/NC(=O)CNC(=O)c2ccc(S(=O)(=O)N3CCOCC3)cc2)cc1	i	i	i	i	i	i	i	2	i	i	i
CCOc1cc(/C=C(\C#N)C(=O)Nc2cccc(C(=O)O)c2)ccc1OCc1ccccc1Cl	i	i	100*	i	i	i	i	35	i	i	i
COc1ccc(C(=O)NNC(=O)C(=O)N2CCCCC2)cc1OC	i	i	i	i	i	i	i	-6	i	i	i
Cc1ccc(CNC(=O)CCS(=O)(=O)c2ccc(C)cc2)cc1	i	i	i	i	i	i	i	-2	i	i	i
CCOc1ccc(S(=O)(=O)c2c(C(=O)c3ccc(C)cc3)cnc3cc4c(cc23)OCCO4)cc1	i	i	i	i	i	i	i	-6	i	i	i
O=C(COC(=O)COc1ccc(Cl)cc1)NCCNC(=O)COC(=O)COc1ccc(Cl)cc1	i	i	i	i	i	i	i	6	i	i	i
Cc1ccc(S(=O)(=O)Nn2cnnc2)cc1	i	i	i	i	i	i	i	-4	i	i	i
Cc1nn(C)c(C)c1CNC(=O)c1cc2n(n1)C(C(F)(F)F)CC(c1cccs1)N2 (stereo not given)	i	i	i	i	i	i	i	-12	i	i	i
C/C(=N/NC(=O)CNc1ccc(C)cc1)c1ccc(Cl)cc1	i	i	i	i	i	i	i	15	i	i	i
Cn1c(=O)c([N+](=O)[O-])c(NCCCn2ccnc2)c2ccccc21	i	i	i	i	i	i	i	6	i	i	i
CCCCCOC(=O)c1ccc(OC(=O)c2cncc(Br)c2)cc1	i	i	i	i	i	i	i	9	i	i	i
More records follow.
SMILES	MrgX1 agonist	TRPC6 act	ANO1 block	TRPC4 act	MrgX1 PAM	MrgX1 antagonist	ANO1 activ	SKKanGAS inh	TRPC4 block	TRPC4 PAM	TRPC6 inh
N#C/C(=C\Nc1ccc(Cl)cn1)S(=O)(=O)c1ccccn1	i	i	i	i	i	i	i	-3	i	i	i
CCOC(=O)c1cnc2c(-c3ccccc3OC)c(C)nn2c1C	i	i	i	i	i	i	i	-16	i	i	i
Cc1cc(CN(C)C(=O)c2ccc3nc(Cc4ccccc4F)oc3c2)n[nH]1	i	i	i	i	i	i	i	-1	i	i	i
COc1ccc2[nH]c(=O)c3c(c2c1)OC(C)(C)C=C3	i	i	i	i	i	i	i	-3	i	i	i
O=C(Nc1ccccc1)c1ccc(NCC2CCCO2)c(S(=O)(=O)N2CCOCC2)c1 (stereo not given)	i	i	i	i	i	i	i	-4	i	i	i
COc1ccc(C(C(=O)NC2CCCC2)N(C(=O)c2ccco2)c2ccccc2OC)cc1 (stereo not given)	i	i	i	i	i	i	i	29	i	i	i
Cc1ccccc1C(=O)Nc1ccc(S(=O)(=O)N2CCCC2)cc1	i	i	i	i	i	i	i	15	i	i	i
CC(=O)NC(Cc1ccccc1F)C(=O)NC1CCN(c2ncccc2[N+](=O)[O-])CC1 (stereo not given)	i	i	i	i	i	i	i	-3	i	i	i
COc1ccc(C2=NOC(C(=O)NCc3ccccn3)C2)cc1 (stereo not given)	i	i	i	i	i	i	i	-1	i	i	i
CCOP(=O)(OCC)C(Nc1ccc(C(=O)O)cc1)c1ccccc1 (stereo not given)	i	i	i	i	i	i	i	0	i	i	i
CC(C)C1Cc2c(C#N)c(N)n(C)c(=S)c2CO1 (stereo not given)	i	i	i	i	i	i	i	-2	i	i	i
COc1ccc(C)cc1NC(=O)CCNS(=O)(=O)c1cccc2nonc12	i	i	i	i	i	i	i	0	i	i	i
COc1ccc(/C=C2\SC(=S)N(CCC(=O)N(CCO)c3ccccc3)C2=O)cc1OC	i	i	i	i	i	i	i	1	i	i	i
CN1CCN(CCCNC(=O)c2ccc3c(Cl)c4c(nc3c2)CCCC4)CC1	i	i	i	i	i	i	i	-2	i	i	i
O=C(CSCc1ccc(Br)cc1)N1CCCC1	i	i	i	i	i	i	i	7	i	i	i
CC(C)(C)c1cnnn1-c1ccc(C(=O)CCl)cc1	i	i	i	i	i	i	i	?	i	i	i
CSc1ccc(NC(=O)Nc2cc(C)ccn2)cc1	i	i	i	i	i	i	i	0	i	i	i
CC(=O)N(C(C)=O)N1C(=O)C2C3c4ccccc4C(c4ccccc43)C2C1=O (stereo not given)	i	i	i	i	i	i	i	0	i	i	i
